M4 antag = human M4 muscarinic receptor antagonists, primary screen, CHO cells, Fluo-8 calcium fluorescence. CHO-hM4 cells, ACh EC80. inhibition, % at 3 µM. actives 0.73% (n = 360,000). AID 624125, 2012;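 active = inhibition above its plate's cutoff, the mean inhibition of sample wells plus 3 SD, cut at about 27% in these data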;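 also: 0% = acetylcholine EC80 with DMSO and 100% = DMSO without agonist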
Target sequence (P08173 whole entry, looked up): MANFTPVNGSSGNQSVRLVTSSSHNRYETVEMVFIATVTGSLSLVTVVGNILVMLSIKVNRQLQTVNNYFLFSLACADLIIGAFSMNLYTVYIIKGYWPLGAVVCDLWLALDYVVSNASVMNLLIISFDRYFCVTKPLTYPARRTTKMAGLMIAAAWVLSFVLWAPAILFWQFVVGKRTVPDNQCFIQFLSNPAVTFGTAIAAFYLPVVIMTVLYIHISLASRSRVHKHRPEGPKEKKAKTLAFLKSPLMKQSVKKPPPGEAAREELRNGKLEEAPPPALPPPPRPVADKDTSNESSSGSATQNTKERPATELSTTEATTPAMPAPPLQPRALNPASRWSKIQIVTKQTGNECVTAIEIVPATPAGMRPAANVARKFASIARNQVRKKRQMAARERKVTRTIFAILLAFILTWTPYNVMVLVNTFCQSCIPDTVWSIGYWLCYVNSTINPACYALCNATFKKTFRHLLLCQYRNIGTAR
M5 antag = human M5 muscarinic receptor antagonists, primary screen, CHO cells, Fluo-8 calcium fluorescence | Muscarinic acetylcholine receptor M5 (Homo sapiens), P08912 | inhibition, % at 3 µM | CHO-hM5 cells, ACh EC80 | actives 0.59% (n = 360,000);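 active = inhibition above a per-plate cutoff, the mean of that plate's test compounds plus 3 SD, cut at about 27% in these data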;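 also: 0% = acetylcholine EC80 with DMSO and 100% = DMSO without agonist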
Target sequence (P08912 whole entry, looked up): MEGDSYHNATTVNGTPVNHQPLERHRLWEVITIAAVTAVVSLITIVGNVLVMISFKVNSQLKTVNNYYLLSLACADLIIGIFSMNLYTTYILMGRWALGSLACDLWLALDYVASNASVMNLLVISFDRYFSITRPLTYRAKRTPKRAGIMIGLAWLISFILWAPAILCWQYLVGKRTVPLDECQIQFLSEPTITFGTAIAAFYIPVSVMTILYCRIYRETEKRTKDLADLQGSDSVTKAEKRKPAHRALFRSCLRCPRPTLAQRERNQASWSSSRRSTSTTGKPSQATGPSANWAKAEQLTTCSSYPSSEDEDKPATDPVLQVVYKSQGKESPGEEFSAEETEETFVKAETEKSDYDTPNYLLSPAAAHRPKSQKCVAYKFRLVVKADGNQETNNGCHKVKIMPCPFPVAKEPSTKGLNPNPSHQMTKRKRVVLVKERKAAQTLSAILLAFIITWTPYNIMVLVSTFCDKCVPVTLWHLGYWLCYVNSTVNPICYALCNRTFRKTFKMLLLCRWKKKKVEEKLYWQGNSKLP
M1 antag = human M1 muscarinic receptor antagonists, primary screen, CHO-K1 cells, Fluo-8 calcium fluorescence, 1536-well | Muscarinic acetylcholine receptor M1 (Homo sapiens), P11229 | CHO-K1 hM1, ACh EC80 antagonist | inhibition, % at 3 µM | actives 1.3% (n = 360,000) | AID 588852, 2011;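 active = percent inhibition above its own plate's cutoff, namely the mean of that plate's compound wells plus 3 SD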;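 also: peak over basal fluorescence ratio during 140 s after agonist addition; 0% = ACh EC80 plus DMSO and 100% = DMSO alone without agonist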
M5 PAM = human M5 muscarinic receptor positive allosteric modulators, primary screen, CHO-K1 cells, Fluo-8 calcium fluorescence; CHO-K1 hM5, ACh EC20 PAM; 0% = ACh EC20, 100% = ACh EC100; activation, % at 3 µM; actives 0.3% (n = 360,000);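 active = activation above the run cutoff, the mean activation of all test compounds plus 3 SD, cut at about 18% in these data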
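System: CHO-K1 hM5 cells. Reagent: acetylcholine, EC20 level. Compound dosing: single dose, 3 µM nominal final test concentration. Timing: Post-acetylcholine fluorescence recording 140 s. Detection: Fluo-8 calcium fluorescence. Read-out: % activation, ACh-normalized. Benchmarks: ACh EC20 and EC100 wells. Repeats: singlicate, one well per test compound.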
TAAR1 ag = human TAAR1 agonists, primary screen, Fluo-8 calcium fluorescence, CHO RD-HGA16 cells | Trace amine-associated receptor 1 (Homo sapiens), Q96RJ0 | activation, % at 3 µM | vehicle wells 0%, saturating PEA agonist 100% | AID 624467, 2012 | actives 0.99% (n = 360,000);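 active = activation above the mean activation of all test compounds in the run plus 3 SD, cut at about 38% in these data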
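Assay system – CHO-derived RD-HGA16 cells with stable Gα16 and human TAAR1 · Compound dosing – one-point dosing at 3 µM (nominal) · Incubation – 17-24 h seeding, 75 min 37 °C dye, 30 min RT · Measured by – kinetic Fluo-8 calcium fluorescence · Control set – DMSO vehicle as 0%, PEA at EC100 as 100% · Repeats – single well for each compound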
M5 ag = human M5 muscarinic receptor agonists, primary screen, CHO-K1 cells, Fluo-8 calcium fluorescence; Muscarinic acetylcholine receptor M5 (Homo sapiens), P08912; CHO-K1 hM5 cells; 0% DMSO wells, 100% maximal acetylcholine response; activation, % at 3 µM; actives 0.19% (n = 360,000); AID 624037, 2012;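 active = activation above the run's mean over test compounds plus 3 SD, cut at about 23% in these data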;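 also: signal is peak over basal fluorescence ratio across the kinetic read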
CHRM1 agonist = human M1 muscarinic receptor agonists, primary screen, Fluo-8 calcium fluorescence, CHO-K1 cells, HTS | Muscarinic acetylcholine receptor M1 (Homo sapiens), P11229 | activation, % at 3 µM | CHO-K1 hM1, agonist mode; 0% DMSO, 100% acetylcholine EC100 | actives 0.33% (n = 360,000);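 active = activation above the run's mean compound activation plus 3 SD, cut at about 16% in these data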;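 also: peak over basal fluorescence ratio within a 140 s kinetic read after compound addition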
M1 PAM = human M1 muscarinic receptor positive allosteric modulators, primary screen, CHO-K1 cells, Fluo-8 calcium fluorescence, 1536-well; Muscarinic acetylcholine receptor M1 (Homo sapiens), P11229; CHO-K1 hM1, ACh EC20; 0% = ACh EC20, 100% = maximal ACh; activation, % at 3 µM; actives 0.088% (n = 360,000); AID 588819, 2011; in the data active = activation above about 19%, passing the limit was not always enough
CHRM4 agonist = human M4 muscarinic receptor agonists, primary screen, CHO-K1 cells, Fluo-8 calcium fluorescence | Muscarinic acetylcholine receptor M4 (Homo sapiens), P08173 | CHO-K1 hM4/Gqi5; vehicle 0%, full acetylcholine response 100% | activation, % at 3 µM | actives 0.14% (n = 360,000) | AID 624127, 2012;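 active = activation above the run mean over all test wells plus 3 SD, cut at about 32% in these data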;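 also: peak over basal fluorescence ratio per well then scaled between controls; 0% = DMSO wells and 100% = acetylcholine at EC100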
The depositor's hits bear a star; & = joins results of further samples. An excerpt (hit frequency here may not be typical).

The opening two entries, to show the layout:
How did Cc1ccc(NC(=O)COC(=O)CCC2CCCC2)c(Br)c1 do in these assays?
M4 antag: -2; M5 antag: -3; M1 antag: -5; M5 PAM: 6; TAAR1 ag: 4; M5 ag: -1; CHRM1 agonist: -2; M1 PAM: 10; CHRM4 agonist: 0

Results for C=CC[C@]12C=C(OC)C(=O)C(OC)=C1O[C@@H](c1ccc3c(c1)OCO3)[C@H]2C ?
M4 antag: -1; M5 antag: 2; M1 antag: -7; M5 PAM: -3; TAAR1 ag: 2; M5 ag: 4; CHRM1 agonist: -1; M1 PAM: 7; CHRM4 agonist: 1

The whole of this part, from the start:
How did Cc1ccc(NC(=O)COC(=O)CCC2CCCC2)c(Br)c1 do in these assays?
M4 antag: -2; M5 antag: -3; M1 antag: -5; M5 PAM: 6; TAAR1 ag: 4; M5 ag: -1; CHRM1 agonist: -2; M1 PAM: 10; CHRM4 agonist: 0

Results for C=CC[C@]12C=C(OC)C(=O)C(OC)=C1O[C@@H](c1ccc3c(c1)OCO3)[C@H]2C ?
M4 antag: -1; M5 antag: 2; M1 antag: -7; M5 PAM: -3; TAAR1 ag: 2; M5 ag: 4; CHRM1 agonist: -1; M1 PAM: 7; CHRM4 agonist: 1

Results for CCOc1ccc(S(=O)(=O)Nc2ccc(C(=O)NCC3CCCO3)cc2)cc1 (stereo not drawn) ?
M4 antag: 4; M5 antag: 7; M1 antag: 0; M5 PAM: -3; TAAR1 ag: 6; M5 ag: -5; CHRM1 agonist: -3; M1 PAM: 2; CHRM4 agonist: 2

Results for CCN(CCCNC(=O)CN(C)S(=O)(=O)c1cccc2nsnc12)c1ccccc1 ?
M4 antag: -1; M5 antag: 1; M1 antag: -9; M5 PAM: -2; TAAR1 ag: 16; M5 ag: -1; CHRM1 agonist: -2; M1 PAM: 4; CHRM4 agonist: 4

Results for COc1ccccc1NS(=O)(=O)c1cccc(C(=O)NCC(C)(C)N2CCOCC2)c1 ?
M4 antag: -6; M5 antag: -2; M1 antag: -18; M5 PAM: 0; TAAR1 ag: 2; M5 ag: -3; CHRM1 agonist: -3; M1 PAM: 12; CHRM4 agonist: 3

How did COC1(C2=NCCN2)COc2ccccc2O1 (stereo not drawn) do in these assays?
M4 antag: 9; M5 antag: -2; M1 antag: 3; M5 PAM: -3; TAAR1 ag: 8; M5 ag: 0; CHRM1 agonist: -5; M1 PAM: 1; CHRM4 agonist: 0

Results for CC(CCc1ccccc1)NC(=O)C1CCN(c2nnc(-n3cccc3)s2)CC1 (stereo not drawn) ?
M4 antag: -3; M5 antag: -1; M1 antag: -12; M5 PAM: 2; TAAR1 ag: 2; M5 ag: 0; CHRM1 agonist: -7; M1 PAM: 7; CHRM4 agonist: 1

What do the screens show for `CCCCC(=O)N/C(N)=N/c1nc2ccccc2o1`?
M4 antag: 1; M5 antag: 3; M1 antag: -5; M5 PAM: 0; TAAR1 ag: 1; M5 ag: 3; CHRM1 agonist: -2; M1 PAM: 4; CHRM4 agonist: 6

How did COc1cc(-c2nc(CN3CCN(c4ncccn4)CC3)c(C)o2)ccc1F do in these assays?
M4 antag: -6; M5 antag: -6; M1 antag: -5; M5 PAM: 7; TAAR1 ag: 11; M5 ag: 2; CHRM1 agonist: -14; M1 PAM: 5; CHRM4 agonist: 1

How did N#Cc1ccc(NC(=O)CN2C(=O)NC3(CCCC3)C2=O)cc1 do in these assays?
M4 antag: 9; M5 antag: 13; M1 antag: -11; M5 PAM: 2; TAAR1 ag: 5; M5 ag: -4; CHRM1 agonist: -2; M1 PAM: 15; CHRM4 agonist: 1

How did CCN(CC)CCCN1C=C2C(=O)C(C)(OC(=O)C3CCCC3)C(=O)C(c3ccccc3)=C2C=C1CCCC(=O)OC (stereo not drawn) do in these assays?
M4 antag: 3; M5 antag: 7; M1 antag: 7; M5 PAM: 2; TAAR1 ag: 3; M5 ag: 0; CHRM1 agonist: -13; M1 PAM: 1; CHRM4 agonist: 1

Results for Cc1onc(-c2c(F)cccc2Cl)c1-c1nnc(-c2ccc(C(F)(F)F)cc2)o1 ?
M4 antag: 15; M5 antag: 3; M1 antag: -15; M5 PAM: 1; TAAR1 ag: 0; M5 ag: -3; CHRM1 agonist: -4; M1 PAM: 1; CHRM4 agonist: 0

How did CCc1c(C(=O)N/N=C/c2ccc(C)o2)csc1C do in these assays?
M4 antag: 3; M5 antag: 7; M1 antag: 20; M5 PAM: -12; TAAR1 ag: 10; M5 ag: -2; CHRM1 agonist: -1; M1 PAM: -2; CHRM4 agonist: 9

How did CC1=CC(C)(C)N2C(=O)C3(C(C#N)=C(N)Oc4cc(O)ccc43)c3cccc1c32 (stereo not drawn) do in these assays?
M4 antag: 5; M5 antag: 0; M1 antag: -1; M5 PAM: 6; TAAR1 ag: 3; M5 ag: -2; CHRM1 agonist: -2; M1 PAM: 7; CHRM4 agonist: 4

How did CCOCCCNS(=O)(=O)c1ccc2c(c1)CCN2C(C)=O do in these assays?
M4 antag: -1; M5 antag: -5; M1 antag: -18; M5 PAM: -1; TAAR1 ag: 4; M5 ag: 4; CHRM1 agonist: 1; M1 PAM: -2; CHRM4 agonist: 2

What do the screens show for `COc1ccc(NCc2nnc(SCC(=O)N3CCCc4ccccc43)o2)cc1`?
M4 antag: -6; M5 antag: -9; M1 antag: -7; M5 PAM: 3; TAAR1 ag: 3; M5 ag: -2; CHRM1 agonist: 0; M1 PAM: 12; CHRM4 agonist: 3

How did COc1ccc(CCN=C(N)NS(=O)(=O)c2ccc(OC)c(OC)c2)cc1OC do in these assays?
M4 antag: 11; M5 antag: 11; M1 antag: -13; M5 PAM: -11; TAAR1 ag: 5; M5 ag: -3; CHRM1 agonist: 2; M1 PAM: 7; CHRM4 agonist: 0

How did O=S(=O)(NCC(c1ccco1)N1CCN(c2ccccc2)CC1)c1ccc(F)cc1 (stereo not drawn) do in these assays?
M4 antag: -19; M5 antag: -10; M1 antag: -6; M5 PAM: -4; TAAR1 ag: 9; M5 ag: -5; CHRM1 agonist: -5; M1 PAM: 7; CHRM4 agonist: -1

How did CCc1nnc(NC(=O)CSc2nccn2-c2cc(C)cc(C)c2)s1 do in these assays?
M4 antag: -12; M5 antag: 6; M1 antag: -16; M5 PAM: -2; TAAR1 ag: -1; M5 ag: 4; CHRM1 agonist: 5; M1 PAM: 19; CHRM4 agonist: 0

Results for O=C(NCCN1CCOCC1)c1cccc(S(=O)(=O)N(Cc2ccccc2)c2ccccc2)c1 ?
M4 antag: -3; M5 antag: 6; M1 antag: -7; M5 PAM: -1; TAAR1 ag: 1; M5 ag: -2; CHRM1 agonist: -5; M1 PAM: 4; CHRM4 agonist: 2

What do the screens show for `O=C(O)c1ccc(NC(C(=O)c2ccccc2)c2ccccc2)cc1` (stereo not drawn)?
M4 antag: -9; M5 antag: 12; M1 antag: -2; M5 PAM: 5; TAAR1 ag: 3; M5 ag: 0; CHRM1 agonist: 7; M1 PAM: 8; CHRM4 agonist: 1

What do the screens show for `CC(C)C[C@H](NC(=O)[C@@H]1O[C@H]1C(=O)O)C(=O)NCCCCN=C(N)N`?
M4 antag: 4; M5 antag: 6; M1 antag: -28; M5 PAM: -2; TAAR1 ag: 1; M5 ag: 0; CHRM1 agonist: 0; M1 PAM: 9; CHRM4 agonist: 0

How did CC1CN(C(=O)CCC(=O)NCc2ccccc2Cl)c2ccccc2S1 (stereo not drawn) do in these assays?
M4 antag: -1; M5 antag: 8; M1 antag: 20; M5 PAM: -6; TAAR1 ag: 7; M5 ag: 2; CHRM1 agonist: 6; M1 PAM: 3; CHRM4 agonist: 1

How did CCOc1cc(C(=O)OCC(=O)Nc2cccc(S(=O)(=O)NC3=NCCCCC3)c2)cc(OCC)c1OCC do in these assays?
M4 antag: 4; M5 antag: -1; M1 antag: -8; M5 PAM: -3; TAAR1 ag: 0; M5 ag: -1; CHRM1 agonist: -7; M1 PAM: 0; CHRM4 agonist: 1

What do the screens show for `Cc1cccc(N2CCN(C(=O)/C=C/c3ccco3)CC2)c1C`?
M4 antag: 1; M5 antag: -5; M1 antag: -10; M5 PAM: 2; TAAR1 ag: -1; M5 ag: -5; CHRM1 agonist: -8; M1 PAM: 7; CHRM4 agonist: -1

Results for O=c1c(-c2ccco2)nc2ccccc2n1C(c1ccccn1)c1nc2ccccc2[nH]1 (stereo not drawn) ?
M4 antag: 3; M5 antag: -1; M5 PAM: 7; TAAR1 ag: -1; M5 ag: 1; CHRM4 agonist: 2

How did Cc1c(N=C/C=C2/N(C)c3ccccc3C2(C)C)c(=O)n(-c2ccccc2)n1C do in these assays?
M4 antag: -9&7; M5 antag: 8&-1; M1 antag: -26&9; M5 PAM: 1&-3; TAAR1 ag: 1&6; M5 ag: -3&-6; CHRM1 agonist: -9&-5; M1 PAM: 11&0; CHRM4 agonist: 0&2

Results for COc1ccccc1N1CCN(C(=O)C2CCCN(S(=O)(=O)c3ccc(C)cc3)C2)CC1 (stereo not drawn) ?
M4 antag: 7; M5 antag: 6; M1 antag: 9; M5 PAM: -18; TAAR1 ag: 9; M5 ag: -2; CHRM1 agonist: -3; M1 PAM: -7; CHRM4 agonist: 16

Results for Cc1cccc(C)c1NC(=O)c1ccc2sc([C@@H]3O[C@H](CO)[C@H](O)[C@H](O)[C@H]3O)nc2c1 ?
M4 antag: -2; M5 antag: 1; M1 antag: -16; M5 PAM: -1; TAAR1 ag: 1; M5 ag: 0; CHRM1 agonist: -3; M1 PAM: 5; CHRM4 agonist: 1

What do the screens show for `CC1CN(CCS(=O)(=O)c2cc(Cl)ccc2Cl)CC(C)O1` (stereo not drawn)?
M4 antag: 9; M5 antag: -4; M1 antag: -9; M5 PAM: -1; TAAR1 ag: 2; M5 ag: -1; CHRM1 agonist: 1; M1 PAM: 5; CHRM4 agonist: 1

What do the screens show for `O=C(COC(=O)/C=C/c1cccc(F)c1)Nc1ccccc1-c1ccccc1`?
M4 antag: -5; M5 antag: -12; M1 antag: -10; M5 PAM: 12; TAAR1 ag: 6; M5 ag: -1; CHRM1 agonist: -8; M1 PAM: 14; CHRM4 agonist: 1

What do the screens show for `CC(C)CN(CC(C)C)CC(O)CN(c1ccccc1)S(=O)(=O)c1ccccc1[N+](=O)[O-]` (stereo not drawn)?
M4 antag: 1; M5 antag: -3; M1 antag: -5; M5 PAM: -7; TAAR1 ag: -3; M5 ag: -5; CHRM1 agonist: -7; M1 PAM: -3; CHRM4 agonist: -2
